Tb PYK inh: T. brucei pyruvate kinase inhibition; Q57TT1; 0.12% of 410,000 active; Potency, µM (titrated, usually from 76.8 µM), inactives show top-dose activity, negative = inhibition, usual class: inhibitors; AID 624173; TbPYK enzyme, Kinase-Glo Plus ATP luminescence, 45 min; note: potency is the fitted concentration of half-maximal effect; nearly all actives have a fitted effect of over 50% in size
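Luminescence from Kinase-Glo Plus, added after a 45-minute room-temperature reaction, served as the end-point read-out. The enzyme and substrate were preincubated with compound before ADP (130 uM final) initiated turnover. Concentration-effect curves came from normalized qHTS data.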
AmpC inh no detg: inhibitors of E. coli AmpC beta-lactamase without detergent; AmpC nitrocefin hydrolysis, absorbance 480 nm, 0.0001% Triton; Potency, µM (top dose mostly 57.1 µM), without a hit: top-dose activity change, negative = inhibition, hits mostly inhibitors; 0.52% of 330,000 active;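 note: potency is the fitted concentration of half-maximal effect; plate controls were no compound for no effect and no enzyme for full effect; nearly all actives have a fitted effect of over 20% in size; some results filed as inactive show a strong effect at the top dose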
Target sequence (P00811 whole entry, looked up): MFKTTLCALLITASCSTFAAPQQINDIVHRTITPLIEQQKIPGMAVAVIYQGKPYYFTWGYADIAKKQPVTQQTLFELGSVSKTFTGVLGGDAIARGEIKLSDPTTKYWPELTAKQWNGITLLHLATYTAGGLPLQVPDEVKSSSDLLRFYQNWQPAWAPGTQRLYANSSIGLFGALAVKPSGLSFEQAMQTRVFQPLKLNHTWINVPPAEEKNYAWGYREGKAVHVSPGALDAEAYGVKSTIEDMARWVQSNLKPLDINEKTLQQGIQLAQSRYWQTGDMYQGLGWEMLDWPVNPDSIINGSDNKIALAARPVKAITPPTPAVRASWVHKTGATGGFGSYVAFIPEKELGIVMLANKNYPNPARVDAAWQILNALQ
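20 mM phosphate pH 7.0 + 0.01% (detergent screen) or 0.0001% Triton X-100; 5.3 nM AmpC reagent; cpd preinc 15 min RT; nitrocefin (800 uM stock) to start; A480 q20 s × 4 min; Activity was normalised to no-enzyme and no-compound control wells.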
Sm TGR inh: S. mansoni TGR enzyme inhibition; 3% of 360,000 active; Potency, µM (titrated, usually from 114 µM), for the others: top-dose activity change, negative = inhibition, actives largely listed as inhibitors; purified TGR, DTNB reduction, TNB absorbance 405 nm; Q962Y6; AID 485364; note: potency is the fitted concentration of half-maximal effect; nearly all actives have a fitted effect of over 60% in size
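TGR 20 nM + NADPH 100 uM (dispensed conc.), cpd preinc 15 min RT; start with NADPH (500 uM addition) then DTNB (15 mM addition). Kinetic TNB absorbance, 405 nm filter. Four-parameter Hill fit across titration.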
HCMV antiviral: inhibitors of human cytomegalovirus; HFF cells, HCMV-luciferase reporter, 72 h; hits give low values; activity change, negative = inhibition, % at 57.5 µM; 4.5% of 410,000 active; in the data active = activity change below about -60%; inconclusive = no clear call, values can overlap the other calls; inactive = above about -39%
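After 16 h attachment at 37C, HFF cells received test compound and HCMV-luciferase (1 PFU/cell); reporter luminescence read 72 h later, data normalized against buffer-only and known inhibitor Salinomycin.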
LmPK inh: inhibitors of Leishmania mexicana pyruvate kinase. AID 1721. 0.37% of 290,000 active. purified LmPK, Kinase-Glo ATP luminescence, 1 h. Potency, µM (series often up to 57.5 µM), without a hit: top-dose activity change, negative = inhibition, hits mostly inhibitors; note: potency is the fitted concentration of half-maximal effect
Target sequence (Q27686 whole entry, looked up): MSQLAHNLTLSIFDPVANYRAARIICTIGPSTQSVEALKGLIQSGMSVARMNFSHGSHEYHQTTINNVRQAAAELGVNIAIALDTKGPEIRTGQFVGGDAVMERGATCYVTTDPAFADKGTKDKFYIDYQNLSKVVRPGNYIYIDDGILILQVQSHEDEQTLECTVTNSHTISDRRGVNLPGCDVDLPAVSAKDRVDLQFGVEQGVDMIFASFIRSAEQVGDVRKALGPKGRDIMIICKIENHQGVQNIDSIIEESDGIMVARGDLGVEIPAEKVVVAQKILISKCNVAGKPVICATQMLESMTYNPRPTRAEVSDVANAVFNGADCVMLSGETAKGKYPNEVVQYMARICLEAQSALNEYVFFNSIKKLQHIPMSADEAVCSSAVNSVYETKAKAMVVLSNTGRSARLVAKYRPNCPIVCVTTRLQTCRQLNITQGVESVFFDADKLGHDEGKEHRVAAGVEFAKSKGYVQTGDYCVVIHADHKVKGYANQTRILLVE
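Purified LmPK (0.1 nM) converted ADP (0.1 mM) to ATP with PEP (0.5 mM) in imidazole buffer pH 7.2 with KCl and MgCl2, 1 h at room temperature. ATP was read by Kinase-Glo luminescence; data normalized to uninhibited and no-enzyme controls.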
AMA1 RON2 block: inhibitors of Plasmodium falciparum AMA1-RON2 interaction | AID 720542 | AlphaScreen AMA1-biotinylated RON2 peptide binding | 0.2% of 360,000 active | Potency, µM (highest dose often 58.2 µM), inactives show top-dose activity change, negative = inhibition, hits mostly inhibitors;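 note: potency is the fitted concentration of half-maximal effect; 0% = vehicle wells and -100% = peptide control; nearly all actives have a fitted effect of over 45% in size; some results filed as inactive show a strong effect at the top dose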
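AMA1 (3D7) with his tag at 25 nM final met compounds first, then biotinylated RON2 peptide at 25 nM; detection used donor plus acceptor beads, 10 µg/mL apiece, read by AlphaScreen after 30 min at room temperature.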
AmpC inh detg: blocks E. coli AmpC beta-lactamase in detergent assay | P00811 | AmpC hydrolysis of nitrocefin, absorbance 480 nm, 0.01% Triton | Potency, µM (highest dose often 114 µM), without a hit: at the top dose activity change, negative = inhibition, hits mostly inhibitors | 0.041% of 370,000 active | AID 485294;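 note: potency is the fitted concentration of half-maximal effect; 0% = no-compound wells and -100% = no-enzyme wells; nearly all actives have a fitted effect of over 25% in size; some results filed as inactive show a strong effect at the top dose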
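AmpC (5.3 nM in the dispensed reagent) in 20 mM phosphate pH 7.0 with 0.01% (detergent screen) or 0.0001% Triton X-100 was preincubated with compounds for 15 min at room temperature. Nitrocefin was then added from an 800 uM solution, and hydrolysis was followed at 480 nm.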
Starred values were filed as active, the others as inactive; u = inconclusive; x = no result given; & = joins results of further samples; ! = repeats disagree; [ ] = another dose, or the depositor's remark. Unless noted, calls come from the whole dose curve; as a rule, active = well fitted curve in the direction sought with a large enough effect; inconclusive = small, poorly fitted or top-dose-only effect, or another doubt; inactive = no such curve, though single readings can be large; an effect the other way counts as inactive or inconclusive. Unless noted, % is set by controls: 0 for no effect and ±100 for the full control effect.

Sequence of screens – Tb PYK inh	AmpC inh no detg	Sm TGR inh	HCMV antiviral	LmPK inh	AMA1 RON2 block	AmpC inh detg
> CCc1cccc(C)c1NC(=O)CCNC(=O)c1cccc(C)c1
    2%	-10%	7%	-26	-5%	-18%	4%
> COC(=O)c1cc(C(=O)OCC(=O)Nc2ccccc2OC(F)F)cc([N+](=O)[O-])c1
    3%	-17%	-2%	30	2%	-20%	-17%
> COc1ccc2nc(NC(=O)c3ccc(NC(=O)C4CCCO4)cc3)sc2c1 (stereo not given)
    -11%	-20%	3%	15	10%	1%	-3%
> CCc1nnc(NC(=O)CSc2nc3[nH]c(=O)cc(O)c3s2)s1
    3%	-24%	-17%	47	x	25%	1%
> N=c1c2c(-c3ccccc3)c(-c3ccccc3)n(Cc3ccco3)c2ncn1Cc1ccccc1
    2%	89%[activator]	-3%	-1	-4%	9%	4%
> CCOc1ccc(CNCc2c(C(=O)O)n(Cc3ccc(C)cc3)c3cc(C)ccc23)cc1
    2%	x	-4%	18	x	x	5%
> COc1cc(Cl)c(C)cc1NC(=O)CSc1nnc(-c2ccccn2)n1Cc1ccco1
    1%	1%	u	14	0%	-7%	-13%
> CN(CC(=O)Nc1ccccc1Cl)C(=O)COC(=O)/C=C/c1cccs1
    -4%	-30%	-3%	-19	x	-5%	-11%
> O=C(COC(=O)c1cnccn1)NCc1ccccc1Cl
    0%	x	x	-17	x	10%	x
> COc1ccccc1NC(=O)Nc1ccnn1C1CCN(C(=O)C2CCOC2)CC1 (stereo not given)
    3%	x	x	5	x	-2%	x
> CCCCn1c(SCC(=O)NC2CCS(=O)(=O)C2)nnc1-c1ccc(OC)cc1 (stereo not given)
    -2%	0%	0%	-16	x	-9%	-9%
> Cc1c(C(=O)Nc2ccc(F)cc2F)oc2c1-c1nn(Cc3c(F)cccc3Cl)cc1CC2
    -20%	x	-1%	-34	x	x	19%
> CCN(c1ccccc1)S(=O)(=O)c1nnc(NC(=O)CC(C)C)s1
    -2%	-16%	7%	-18	2%	-26%	-5%
> Cc1ccc(NC(=S)NNC(=O)c2nn(C)c(C)c2Cl)cc1
    -10%	-12%	13%	113	0%	51%[activator]	3%
> COC(=O)C(N)Cc1ccc(Cl)cc1 (stereo not given)
    1%	-12%	3%	u	x	-1%	-17%
> Cc1cc(C(=O)COc2nncc3ccccc23)c(C)n1C
    5%	-2%	-33%	67	2%	0%	-4%
> Clc1ccc2c(c1)c1cc(Cl)ccc1n2CN1CCOCC1
    -3%	-25%	-7%	u	2%	11%	-8%
> CCOC(=O)c1c(C)nc(SCC(N)=O)c(C#N)c1-c1ccccc1
    -4%	1%	0%	-18	1%	16%	1%
> COc1ccc2c(CC(=O)NCc3ccc4c(c3)OCO4)coc2c1
    3%	-10%	1%	-12	2%	0%	-1%
> C(=NN=C(NN=Cc1cccs1)NN=Cc1cccs1)c1cccs1
    -13%	x	x	-2	x	21%	x
> CCOC(=O)C1CCCN(C(=O)c2cccnc2Oc2ccccc2)CC1 (stereo not given)
    8%	x	x	51	x	-3%	x
> O=C(Cn1c(=O)n(CC2CCC(C(=O)NCCc3ccccc3)CC2)c(=O)c2ccccc21)Nc1ccccc1 (stereo not given)
    -11%	x	5%	9	x	x	-9%
> Cc1nn2c(=O)cc(COC(=O)c3cccc(NC(=O)c4ccc(C(C)(C)C)cc4)c3)nc2s1
    0%	x	9%	-27	x	x	12%
> O=C(Cc1ccccc1)N/N=C/C=C/c1ccccc1[N+](=O)[O-]
    -2%	-18%	3%	50	-2%	-9%	-4%
> CCc1nnc(NS(=O)(=O)c2ccc(NC(=O)CCC(=O)O)cc2)s1
    -3%	-8%	-12%	-8	5%	-10%	u
> COc1ccc(/C=N/NC(=O)c2cccnc2)cc1CSc1ccccn1
    -2%	11%	-33%	u	-2%	0%	-1%
> O=C(NCCC1CCCC1)C1CCC(=O)N(CCCN2CCCC2=O)C1 (stereo not given)
    0%	-24%	-11%	16	1%	13%	-10%
> COc1ccc(-c2nc(N)c(C#N)c(-c3cccnc3)c2C)cc1
    1%	-6%	2%	7	8%	-2%	-5%
> CCNC(=S)Nc1cccc(NC(=O)c2ccccc2O)c1
    -1%	-34%	u	9	2%	5%	-1%
> CCOc1cc(C(=O)Nc2ccccc2N2CCOCC2)ccc1OCC(=O)N1CCOCC1
    -3%	-1%	3%	0	x	-5%	1%

Profiles, looked up by structure.
`COc1cc(Cl)c(C)cc1NC(=O)CSc1nnc(-c2ccccn2)n1Cc1ccco1` is listed as Tb PYK inh: 1%; AmpC inh no detg: 1%; Sm TGR inh: u; HCMV antiviral: 14; LmPK inh: 0%; AMA1 RON2 block: -7%; AmpC inh detg: -13%
`COc1ccc2nc(NC(=O)c3ccc(NC(=O)C4CCCO4)cc3)sc2c1` (stereo not given) is listed as Tb PYK inh: -11%; AmpC inh no detg: -20%; Sm TGR inh: 3%; HCMV antiviral: 15; LmPK inh: 10%; AMA1 RON2 block: 1%; AmpC inh detg: -3%

Continued:
Sequence of screens – Tb PYK inh	AmpC inh no detg	Sm TGR inh	HCMV antiviral	LmPK inh	AMA1 RON2 block	AmpC inh detg
> COC(=O)c1ccccc1NC(=O)CSc1nc2ccccc2nc1Cc1ccc(F)cc1
    1%[15.4 µM]	x	5%	0	x	x	25%
> Cc1c(NC(=S)NC(=O)c2sc3ccccc3c2Cl)cccc1C(=O)O
    -11%	-6%	3.2µM*	83	-1%	8%	-1%
> Cc1cc(C)n(-c2nc(NCC(C)O)c3c4c(sc3n2)COC(C)(C)C4)n1 (stereo not given)
    -5%	-2%	8%	-10	4%	40%[activator]	8%
> Cc1ccccc1CCNC(=O)c1cc(C2CC2)nc2c1cnn2C(C)C
    -14%	-5%	1%	0	x	20%	u
> Cc1noc(C)c1NC(=O)Nc1ccc2c(c1)CC(=O)N([C@H](C)CO)C[C@@H](C)[C@H](CN(C)CC1CCCCC1)O2
    3%	202%[activator]	x	16	x	1%	x
> CCOC(NC(=O)c1ccccc1)C(NC(=O)c1ccccc1)OCC (stereo not given)
    -18%	-9%	4%	22	0%	-1%	1%
> N#Cc1ccccc1NC(=S)NC(=O)c1cccs1
    -12%	-20%	3.5µM*	92	-5%	103%[activator]	-12%
> O=C1C(Cc2ccccc2)Nc2ncnc(N3CCCCC3)c2N1Cc1ccc(Br)cc1 (stereo not given)
    1%&0%	-43%	x	-22&-3	x	1%&0%	x
> O=C(CCc1nc2ccccc2s1)N1CCN(S(=O)(=O)c2cccs2)CC1
    1%	38%	-14%	-1	4%	1%	u
> CCCCn1cnc2c(c(CC#N)nn2-c2ccccc2)c1=N
    -7%	x	x	-24	x	0%	x
> CCC(=O)Nc1ccc2c(c1)ncn2C
    -2%	-1%	x	0	0%	-8%	2%
> CCOC(=O)N1CCC(N(C(=O)Nc2ccc(CC)cc2)C(C)CC)CC1 (stereo not given)
    -20%	-12%	-2%	-24	-1%	8%	-3%
> CC1CCCC(NC(=O)COC(=O)COc2cccc(F)c2)C1C (stereo not given)
    -2%	16%	x	-32	x	-10%	x
> CNC(=O)Cn1c(C)cc(=O)c2cccc(OC)c21
    1%	-13%	0%	-6	0%	26%	8%
> CCOc1cc(/C=C/C(=O)OCC(=O)NC2CCS(=O)(=O)C2)ccc1OCc1ccccc1 (stereo not given)
    6%	113%[activator]	-2%	-14	0%	5%	-2%
> CCCCSc1nnc(-c2ccc(C)cc2)o1
    -1%	-5%	1%	70	-16%	15%	-12%
> O=C(Nc1ccccc1-c1ccccc1)c1cccs1
    -6%	-27%	-1%	u	-3%	-8%	10%
> COc1ccccc1NC(=O)C1CCCN1C(=O)NCc1ccccc1 (stereo not given)
    -5%	-19%	0%	12	0%	-2%	-12%
> CC(=O)c1ccc(Cc2cnc(N)s2)cc1
    1%	-27%	-28%	33	-3%	2%	u
> O=C(O)C1CC=CCC1C(=O)Nc1ccccc1Cl (stereo not given)
    -3%	-35%	5%	-17	1%	3%	-11%
> CCn1c(SCC(=O)Nc2ccccc2)nc2c(c1=O)SCC2
    -1%	x	x	-11	x	-4%	x
> Cc1cc(OCC(=O)N2CCN(c3ccc(F)cc3)CC2)c2c(C)cc(=O)oc2c1
    -1%	-21%	-2%	-17	9%	-5%	-14%
> O=C(CSc1nnc(-c2ccncc2)n1-c1ccccc1Cl)Nc1ccc(C(=O)O)cc1
    -21%	-16%	-1%	22	-1%[11.5 µM]	0%	2%
> CC1(C)C(=O)Nc2ccccc2N1C(=O)CN1C(=O)C(=O)N(C2CCCC2)C1=O
    1%	-33%	0%	140	-5%	8%	-2%
> CCSc1ncc(Cl)c(C(=O)Nc2ccc(S(N)(=O)=O)cc2)n1
    1%	-29%	7%	-85*	12%	53%[activator]	1%
> O=C(c1cc2cc3ccc(Cl)cc3nc2o1)N1CCN(Cc2ccc3c(c2)OCO3)CC1
    4%	x	x	-37	x	-10%	x
> CN=C(Nc1ccccc1)SC1CC(=O)N(c2ccc(C(=O)OC)cc2)C1=O (stereo not given)
    -12%	49%	0%	11	-1%	-1%	-14%
> CCC(C)(C(=O)NC1CCCCC1)N(Cc1ccco1)C(=O)CC1NC(=O)NC1=O (stereo not given)
    8%	-9%	u	-33	3%	0%	-4%
> O=C(COc1ccccc1)Nc1ccccc1C(=O)NC1CC1
    -5%	-8%	-1%	-9	x	10%	u
> COc1ccc(NC(=O)CN(C)C(=O)CCNC(=O)Nc2ccccc2)cc1
    -15%	-8%	1%	4	x	-10%	-2%

(list continues)
Sequence of screens – Tb PYK inh	AmpC inh no detg	Sm TGR inh	HCMV antiviral	LmPK inh	AMA1 RON2 block	AmpC inh detg
> O=C1/C(=C\c2cc(Br)cc(Br)c2O)SC(=S)N1Cc1ccccc1
    -23%	-40%	40µM*	x	-11%	10%	-4%
> CCN(CC)S(=O)(=O)c1cccc(-c2nnc(SC(C)C(N)=O)n2CCc2ccccc2)c1 (stereo not given)
    -9%	95%[activator]	-16%	-8	17%	11%	2%
> OC(CNCc1ccccc1C(F)(F)F)C(F)(F)F (stereo not given)
    11%	-5%[2.29 µM]	2%	13	2%	0%	-5%
> COc1ccccc1N1CCN(C(=O)c2nn(C)c3c2CS(=O)(=O)c2ccccc2-3)CC1
    -1%&1%	88%[activator]	8.9µM*!	7&-3	1%	-8%	7%&0%
